Screening data (PubChem BioAssay)
PfHsp40 yeast – rescue of PfHsp40-mediated yeast toxicity | S. cerevisiae expressing PfHsp40, growth rescue, ATP luminescence | growth rescue, % at 12.5 µM | 0.68% of 340,000 active; in the data active = growth rescue above about 28%, passing the limit was not always enough; inconclusive = no clear call, values can overlap the other calls;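 also: yeast W303a lacking pdr1 and pdr3 grown in galactose medium; growth measured after three days at 30 °C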
Yp Topo-I inh – blocks Yersinia pestis topoisomerase I activity; AID 504884; 0.064% of 360,000 active; Y. pestis Topo-I cleavage product accumulation, plate reader; activity, % at 10 µM; in the data active = activity above about 50%, passing the limit was not always enough; inconclusive = no clear call, values can overlap the other calls; also: inactives centre near 2
SSB-PriA inh – K. pneumoniae PriA-SSBct interaction inhibition; 0.6% of 430,000 active; AID 1272365; inhibition, % at 33 µM; AlphaScreen SSBct-PriA binding, biotinylated peptide; in the data active = inhibition mostly above about 37%, no sharp cut-off; inactive = mostly below about 20%;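 also: plate controls were negative control peptide for no effect and reference peptide for full effect; strong numbers were not always called active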
BoNT-A LC inh2 – inhibitors of Botulinum neurotoxin A light chain protease. multiplex microsphere protease substrate cleavage, flow cytometry. inhibition, % at 10 µM. 0.17% of 360,000 active; also: plate controls were buffer without enzyme for full effect and enzyme alone for no effect
Anthrax LF prot – anthrax lethal factor protease inhibition. P15917. inhibition, % at 10 µM. 0.12% of 360,000 active. multiplex microsphere protease cleavage assay, LF; also: plate controls were buffer without enzyme for full effect and enzyme alone for no effect
Target sequence (P15917 whole entry, looked up): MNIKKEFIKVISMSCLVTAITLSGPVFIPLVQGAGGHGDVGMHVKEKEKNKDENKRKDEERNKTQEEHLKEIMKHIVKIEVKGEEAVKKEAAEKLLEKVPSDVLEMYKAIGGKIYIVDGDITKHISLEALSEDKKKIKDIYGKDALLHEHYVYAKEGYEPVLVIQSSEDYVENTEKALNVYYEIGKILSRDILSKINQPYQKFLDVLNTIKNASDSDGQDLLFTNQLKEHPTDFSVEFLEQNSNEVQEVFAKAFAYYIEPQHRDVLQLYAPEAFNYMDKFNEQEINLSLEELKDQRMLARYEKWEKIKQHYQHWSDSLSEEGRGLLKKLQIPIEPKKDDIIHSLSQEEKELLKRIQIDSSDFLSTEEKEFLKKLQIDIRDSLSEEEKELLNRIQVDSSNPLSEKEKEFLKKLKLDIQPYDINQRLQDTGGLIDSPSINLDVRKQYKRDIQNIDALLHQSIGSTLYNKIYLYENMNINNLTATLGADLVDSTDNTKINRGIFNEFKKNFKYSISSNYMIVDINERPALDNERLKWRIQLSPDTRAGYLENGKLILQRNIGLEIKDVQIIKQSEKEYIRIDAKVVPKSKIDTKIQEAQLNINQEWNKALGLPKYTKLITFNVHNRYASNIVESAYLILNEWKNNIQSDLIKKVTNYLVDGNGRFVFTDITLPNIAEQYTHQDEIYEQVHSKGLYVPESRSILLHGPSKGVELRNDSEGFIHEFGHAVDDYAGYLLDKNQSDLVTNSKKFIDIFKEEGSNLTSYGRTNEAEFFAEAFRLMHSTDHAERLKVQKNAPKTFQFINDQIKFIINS
TcdB inh – blocks C. difficile toxin B glycohydrolase activity; P18177; TcdB glycohydrolase enzymatic assay, plate reader; inhibition, % at 9.99 µM; 0.24% of 350,000 active; in the data active = inhibition above about 10%
VHR inh abs – inhibitors of human VHR1 phosphatase (DUSP3); 0.52% of 290,000 active; inhibition, % at 13.3 µM; recombinant VHR phosphatase, pNPP absorbance; P51452; in the data active = inhibition above about 50%; also: some compounds called inactive have numbers as strong as hits
Target sequence (P51452 whole entry, looked up): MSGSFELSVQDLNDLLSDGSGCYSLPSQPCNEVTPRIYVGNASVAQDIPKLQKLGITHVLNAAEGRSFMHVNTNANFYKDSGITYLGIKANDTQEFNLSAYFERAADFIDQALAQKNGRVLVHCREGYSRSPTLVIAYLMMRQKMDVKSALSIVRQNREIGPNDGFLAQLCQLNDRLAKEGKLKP
SARS 3CLpro inh – SARS-CoV 3CLpro protease inhibition | inhibition, % at 6 µM | AID 1706 | 0.14% of 290,000 active | P0C6X7 | recombinant SARS-CoV 3CLpro, quenched FRET peptide cleavage; in the data active = inhibition above about 12%
Vc quorum ag – quorum light induction in luxS cqsA deficient V. cholerae; V. cholerae BH1578 lux reporter, luminescence, 6 h; activation, % at 18.7 µM; 0.16% of 350,000 active; in the data active = activation mostly above about 9.7%, no sharp cut-off; inconclusive = no clear call, values can overlap the other calls; inactive = mostly below about 3.7%; also: not every result past the cut was called active; inactives centre near 0; reference of the scale not given here
CCHFV vOTU inh – CCHFV vOTU protease inhibition. inhibition, % at 11.5 µM. Pep-AMC fluorescence. 0.55% of 370,000 active; in the data active = inhibition above about 30%; also: 0% = vehicle wells with enzyme and 100% = no enzyme wells
* = called active by the depositor; i = inactive; u = inconclusive; x = not tested or not shown; & = joins results of further samples. Rule as the data show it, unless noted: active = inhibition above about 30%; inconclusive = no clear call, values can overlap the other calls; inactive = below that. A portion of the library; the hit share may differ from the screen's.

SMILES	PfHsp40 yeast	Yp Topo-I inh	SSB-PriA inh	BoNT-A LC inh2	Anthrax LF prot	TcdB inh	VHR inh abs	SARS 3CLpro inh	Vc quorum ag	CCHFV vOTU inh
COc1cc(C(=S)N2CCOCC2)cc(OC)c1OC(=O)c1cccc(C)c1	1.2	-3	0	0.5	3	-0.6	14	0	i	-10
NC(=O)c1oc2ccc(Cl)cc2c1NC(=O)CN1CCOCC1	0.4	4	-27	-0.2	-4	x	-2	5	x	10
FC(F)(F)c1ccccc1-n1ccnc1	-1.3	-9	-11	-0.8	-9	1.3	x	x	0.5	0
CC1C/C(=N\NC(=S)NC(C)C)CC(C)(C)C1 (stereo unspecified)	3.3	0	x	-0.6	-3	x	13	4	-14	4
COC(=O)N/N=C\c1c(C)nn(-c2ccccc2)c1Cl	-0.5	5	x	0.3	-3	x	23	3	-1.6	10
O=C(CSc1ncccn1)NCc1ccc(Cl)cc1	-0.7	-1	7	0.2	-1	0.7	1	3	i	-6
CC(C(=O)N1CCN(Cc2ccccc2)CC1)c1ccc([N+](=O)[O-])cc1 (stereo unspecified)	0.3	13	7	-0.9	3	0.4	17	-4	-0.5	0
COC(=O)c1cc2occc2n1Cc1ccc(Cl)cc1	0.5	6	-18	1.4	-6	x	-6	-5	-2.7	20
Cc1ccsc1/C=N/n1c(=S)[nH]nc(C)c1=O	-0.8	8	x	-2.1	0	x	-7	-2	-0.2	3
COC(=O)C(O)(c1ccc(N=Cc2ccccc2O)c(C)c1)C(F)(F)F (stereo unspecified)	-0.2	-5	9	-1.4	-4	x	-13	2	-0.4	-10
CCn1c(C)c(C)c2cc(C(=O)N3CCN(c4ccccc4)CC3)ccc21	1.0	-12	39	2.3	-1	2.6	8	4	-0.9	5
C1CCCCCC(=NNc2nn[nH]n2)CCCCC1	-1.7	7	-15	0.3	3	-1.0	2	-1	-0.2	-7
O=C(NCC(c1cccs1)N1CCc2ccccc21)c1ccccc1 (stereo unspecified)	-1.1	16	7	x	x	-0.5	x	x	-5.3	-1
CCOC(=O)c1ccc(NS(=O)(=O)c2c(N)n(C)c(=O)n(C)c2=O)cc1	-0.5	2	5	-0.5	-14	x	x	x	i	0
O=C(C1CCN(S(=O)(=O)c2cccc([N+](=O)[O-])c2)CC1)N1CCOCC1	-1.1	-11	-10	0.6	2	-0.5	8	-3	-0.8	-8
COCC(C)NC(=O)c1cc(-c2ccc(O)cc2)on1 (stereo unspecified)	4.2	0	9	-0.1	-12	4.7	25	2	-0.3	-5
CCOc1ccc(NC(=O)c2ccc(NC(=O)COC(=O)Cc3ccc(OC)cc3)cc2)cc1	-1.2	4	-11	0.0	-1	0.3	24	1	-0.1	0
Cc1nc(C)n(C)c(=O)c1-c1ccccc1	-0.1	-7	3	1.5	2	2.0	2	-2	i	-7
O=C1CC(c2ccc(F)cc2)Cc2nc(N3CCN(c4ccccc4)CC3)ncc21 (stereo unspecified)	0.1	6	-7	-0.2	-1	x	13	-3	-0.6	6
O=C(CCCCn1c(=O)c2ccccc2n(Cc2ccc(F)cc2Cl)c1=O)NCc1ccco1	0.0	20	-12	-0.7	-6	x	3	8	i	9
N/C(=N\OC(=O)c1cccc2ccccc12)c1cccc([N+](=O)[O-])c1	0.0	5	x	-0.6	-1	x	18	4	-0.2	-4
CCCCCOC(=O)CSc1nnc(-c2cc(OC)c(OC)c(OC)c2)o1	0.6	18	-11	-0.2	-2	x	-9	-8	-0.4	13
O=C(NCCCN1CCOCC1)c1cccc(S(=O)(=O)N2CCc3ccccc32)c1	x	5	x	-0.3	-4	-2.9	x	x	2.5	4
O=C(NC1CCCCC1)N(Cc1nc2ccccc2c(=O)[nH]1)C1CCCCC1	-0.3	5	-1	-0.8	-1	x	8	-5	x	7
CC(C)c1nc(CNC(=O)CC2C(=O)NCCN2Cc2cccc(F)c2F)cs1 (stereo unspecified)	-0.4	18	3	0.0	-1	-1.8	-14	0	-3.1	-5
CC(C)(C)NCC(=O)N/N=C/c1ccc(OCc2ccccc2)cc1	2.3	21	x	0.1	-2	0.3	49	3	-0.6	-6
O=C(NN=C1CCCC1)c1[nH]c2ccc(Cl)cc2c1-c1ccccc1	-1.3	4	0	1.0	u	-0.1	10	9	-0.6	-13
CSc1ccc(/C=C/C(=O)OCC(=O)NC2CC2)cc1	1.6	6	3	-0.5	3	-0.1	x	x	0.7	-66
Nc1nc(C2CCOCC2)cs1	-1.7	-3	9	-3.0	-4	1.1	-12	-2	-1.1	-8
COc1ccc(C(=O)n2cnc3ccccc32)cc1Br	0.2	-8	3	-1.0	2	-2.8	x	x	-0.1	8
O=C(Nc1ccc(S(=O)(=O)N2CCCCCC2)cc1)c1ccc(Br)o1	-0.4	21	-4	-2.3	-1	x	19	2	-0.2	-2
Cc1ccc(N=Nc2ccc(O)c3ncccc23)cc1	-1.3	-7	11	-4.0	-4	1.3	-2	-1	-0.3	-8
CCCN(CC(=O)Nc1cc(Cl)ccc1Cl)C(=O)CN1C(=O)C2CCCCC2C1=O (stereo unspecified)	0.2	3	7	-2.0	-4	0.0	26	-1	-1.6	-8
CCC(c1nc2ccccc2[nH]1)N(C(=O)Cc1cc(OC)cc(OC)c1)c1ccc(N2CCOCC2)cc1 (stereo unspecified)	x	x	x	-1.1	-2	1.4	x	x	x	15
O=c1[nH]cnc2nc(-c3ccccc3)c(-c3ccccc3)nc12	0.6	1	-4	0.0	-7	x	22	6	-7.5	-86
COc1ccc(NC(=O)c2cccc(Oc3ccccc3)c2)cn1	5.6	-9	-15	1.0	-5	-3.8	-3	2	-0.1	26
O=C(NCC1CCCO1)C(c1cccs1)N(C(=O)c1ccc(CN2CCOCC2)o1)c1ccc(Cl)cc1 (stereo unspecified)	0.0	23	6	0.6	0	x	5	2	i	-10
COCCNC(=O)C(c1ccc(C)o1)N(C(=O)c1snc(C(N)=O)c1N)c1ccc(C)c(C)c1 (stereo unspecified)	-0.3	8	-9	-0.2	-5	x	7	2	i	-13
O=C(c1ccccc1)c1ccc(OCCCN2CCCCC2)cc1	-0.5	-1	-3	0.1	-3	x	37	1	-0.2	5
Cc1cccc(NC(=S)N(Cc2cccs2)Cc2cc3cc(C)ccc3[nH]c2=O)c1	16	20	11	-0.8	-1	-0.1	-2	-2	-0.3	-10
O=c1[nH]c(SCc2nc3ccccc3c(=O)n2-c2ccccc2)nc2ccccc12	-1.2	9	-17	0.1	-1	x	17	5	-0.2	-1
CC(C)C(OC(=O)Cn1nnc2ccccc21)C(=O)NC1CCCC1 (stereo unspecified)	-0.1	0	-5	-0.3	2	2.9	26	-1	-0.3	-14
COc1ccc(CNS(=O)(=O)NCc2ccc(OC)c(OC)c2)cc1OC	1.2	-2	5	-0.3	-1	0.6	16	3	-0.1	3
COc1ccccc1-n1c(C)nnc1SCC(N)=O	0.1	10	-6	0.7	3	x	-5	0	i	-7
O=C(N1CCN(c2ccccc2)CC1)C1(S(=O)(=O)c2ccc(Cl)cc2)CC1	3.6	18	-4	-0.2	1	1.4	8	0	-0.3	-1
CNc1sc(C(=O)c2ccc(F)cc2)c(N)c1-c1nc2ccccc2s1	-0.9	1	16	19	21	x	16	-3	-1.0	-1
O=C(Nc1nc2ccc(Cl)cc2s1)c1ccc(Br)o1	-0.4	-7	-5	0.1	-2	x	2	7	i	1
O=C(O)c1cc(Cl)ccc1NC(=O)C1CCCO1 (stereo unspecified)	-0.8	5	-21	-0.4	3	6.3	0	4	i	-14
CCN(C(=S)Nc1ccc(OC(F)F)cc1)C1CCCCC1	-1.1	2	-3	-0.8	-2	0.5	2	2	x	6
O=C(O)C1CC=C(Cl)CC1C(=O)NCc1ccccc1 (stereo unspecified)	1.4	0	-12	-0.2	-8	x	-8	-1	-0.3	1
Cc1ccccc1NC(=O)c1ccc(CSc2ncccn2)cc1	1.2	5	-9&-35	-0.4	-2	3.1	27	-4	0.3	-16
O=C(Nc1ccc(N2CCOCC2)cc1N1CCOCC1)c1ccco1	0.3	2	-9	0.5	4	x	-12	-3	-0.3	-7
CC(=O)Nc1ccc(NC(=O)CCC(=O)NCCO)cc1	0.5	-7	-3	-0.8	-1	1.7	21	5	0.2	x
CCN(C(=O)CN1C(=O)c2ccc([N+](=O)[O-])cc2C1=O)C1CCS(=O)(=O)C1 (stereo unspecified)	1.5	0	-5	-2.2	0	1.7	x	x	-5.6	-6
CCC1CN(C(=O)NCc2ccc(C)cc2)c2cc(Cl)ccc2O1 (stereo unspecified)	0.4	30	-6	-2.8	13	5.2	-12	7	i	-1
COc1ccc(C(=O)N2c3ccccc3C(=O)OC2c2ccc3c(c2)OCO3)cc1 (stereo unspecified)	0.5	1	8	-0.1	1	x	-10	2	3.4	-1
O=C(c1cc(N2C(=O)C3C4CCC(C4)C3C2=O)ccc1Cl)N1CCN(c2ccccc2)CC1 (stereo unspecified)	-0.2	24	7	0.0	0	x	8	1	-0.7	-4
Cn1c(=O)c2cc(S(=O)(=O)NCCC(=O)NCCC3=CCCCC3)ccc2n(C)c1=O	-0.6	-8	-3	1.1	-2	0.4	28	-4	-0.2	x
Cc1ccnc(N2CCC(C(=O)Nc3ccc4c(c3)OCCO4)CC2)n1	0.1	0	-7	-0.3	0	-0.7	-1	-3	-0.6	3
CC[C@@H](C)[C@@H](C(=O)N1CCN(C(=O)OC(C)(C)C)CC1)n1cc(CCCN=C(NC(=O)OC(C)(C)C)NC(=O)OC(C)(C)C)nn1	1.2	24	-4	-0.4	14	0.5	3	3	i	-3
Carrying on.
SMILES	PfHsp40 yeast	Yp Topo-I inh	SSB-PriA inh	BoNT-A LC inh2	Anthrax LF prot	TcdB inh	VHR inh abs	SARS 3CLpro inh	Vc quorum ag	CCHFV vOTU inh
CC1(C)Cc2c(c(=S)nc(-c3ccccc3)n2CCN2CCOCC2)CO1	-0.6	4	-6	-1.1	-4	x	-8	-2	-0.9	20
c1ccc(CN2CCNCC2)nc1	2.0	3	6&-4	-3.5	-4	-0.4	-7	-2	-10	-11
CONC(=O)c1ccc(-c2cccc3nccn23)cc1	x	-1	x	0.5	-2	1.1	x	x	-1.2	4
O=S(=O)(c1ccc2ccccc2c1)N1CCN(S(=O)(=O)N2CCCCC2)CC1	1.2	-3	-14	-0.1	-2	x	26	7	-0.3	-4
COc1ccc(CCNC2=C(Cl)C(=O)N(CCc3ccc(OC)c(OC)c3)C2=O)cc1OC	0.3	7	-14	-2.2	-2	x	-7	2	i	1
COc1ccccc1-n1cnc2cc(NC(=O)c3ccco3)ccc21	0.0	-3	-1	1.4	-2	0.8	15	-3	i	-4
COc1cc(C2Nc3ccc4ncccc4c3C3=C2C(=O)CCC3)cc(OC)c1O (stereo unspecified)	0.0	-1	5	-0.4	-1	x	11	4	-0.5	9
OCc1ccccc1-c1nc(NCc2ccccc2)nc2ccsc12	x	-1	x	0.2	0	0.3	x	x	-3.0	-73
CN(C)CCNCc1ccccc1OC1CCCC1	1.2	11	-18	-1.2	-2	x	37	-10	i	-18
CC(Cc1ccccc1)C(=O)NCc1ccccn1 (stereo unspecified)	0.1	-3	-5	0.4	0	2.3	5	-5	-7.1	1
CC(=O)Cc1nsc(NC(=O)c2ccc(-c3ccccc3Cl)o2)n1	6.0	5	-2	0.1	1	x	-9	-1	3.7	1

Compounds above containing a CF3 group (two):
SMILES	PfHsp40 yeast	Yp Topo-I inh	SSB-PriA inh	BoNT-A LC inh2	Anthrax LF prot	TcdB inh	VHR inh abs	SARS 3CLpro inh	Vc quorum ag	CCHFV vOTU inh
FC(F)(F)c1ccccc1-n1ccnc1	-1.3	-9	-11	-0.8	-9	1.3	x	x	0.5	0
COC(=O)C(O)(c1ccc(N=Cc2ccccc2O)c(C)c1)C(F)(F)F (stereo unspecified)	-0.2	-5	9	-1.4	-4	x	-13	2	-0.4	-10
